# Source: PubChem BioAssay
# uPA generation: qHTS for Inhibitors of Cell Surface uPA Generation; cell surface uPA generation assay, qHTS; Potency, µM (series often up to 38.3 µM), for inactives: at the highest dose activity change, negative = inhibition, usual class: inhibitors; actives 0.31% (n = 330,000); active = well fitted inhibition curve with a large enough effect; inconclusive = small, poorly fitted or top-dose-only effect; inactive = no such curve, though single readings can be large or run the other way; tested in mouse RAW 264.7 cells; note: potency is the fitted concentration of half-maximal effect; % is set by controls: 0 for no effect and ±100 for the full control effect; nearly all actives have a fitted effect of over 55% in size
# B2AR arrestin: qHTS assay of beta-arrestin-biased ligands of beta2-adrenergic receptor; Beta-2 adrenergic receptor (Homo sapiens), P07550; beta-arrestin recruitment to beta2AR, cell-based reporter; Potency, µM (series often up to 46.1 µM), without a hit: at the top dose activation, usual class: activators; actives 0.02% (n = 330,000); AID 492947, 2010;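 note: potency is the fitted concentration of half-maximal effect; 0% = DMSO controls and full agonism = EC100 isoproterenol or metaproterenol; nearly all actives have a fitted effect of over 65% in size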
# Target sequence (P07550 whole entry, looked up): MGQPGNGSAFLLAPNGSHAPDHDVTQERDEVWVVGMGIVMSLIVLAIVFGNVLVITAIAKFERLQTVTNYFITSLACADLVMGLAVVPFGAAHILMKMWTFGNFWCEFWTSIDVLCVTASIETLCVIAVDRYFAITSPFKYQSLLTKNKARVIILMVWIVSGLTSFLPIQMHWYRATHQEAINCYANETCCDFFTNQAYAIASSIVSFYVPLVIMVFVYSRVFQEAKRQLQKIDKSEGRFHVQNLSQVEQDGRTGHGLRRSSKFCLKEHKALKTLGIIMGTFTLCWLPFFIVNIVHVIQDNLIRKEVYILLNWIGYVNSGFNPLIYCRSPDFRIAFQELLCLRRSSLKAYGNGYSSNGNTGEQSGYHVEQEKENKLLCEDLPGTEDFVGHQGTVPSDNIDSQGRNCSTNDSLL
# BCR signal inh: qHTS Assay to Find Inhibitors of Chronic Active B-Cell Receptor Signaling. actives 0.05% (n = 340,000). AID 493014, 2011. Potency, µM (titrated, usually from 46.1 µM), for inactives: at the highest dose ratio change, negative = lower green/red ratio, hits mostly inhibitors. ABC-DLBCL IkBa-CBG/CBR reporter, luminescence ratio, 4 h; active = well fitted inhibition curve with a large enough effect in the signal ratio, with a control signal flat, not every such curve was filed as active; inconclusive = small, poorly fitted or top-dose-only effect, or effect the other way, or a change in a side signal; the % refers to the signal ratio;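 note: potency is the fitted concentration of half-maximal effect; plate controls were basal doxycycline-induced cells for no effect and cells given 10 µM MG132 for full effect; MG132 reads +100%, hits lower the ratio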
#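 Doxycycline induced both beetle luciferases in TMD8 lymphoma cells; IKK-driven degradation limits the IkappaBalpha-fused green signal, while red luminescence normalises for cell number and nonspecific effects. Compounds tested up to 46 uM, 4 hrs.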
# USP2a inh: qHTS Assay for Inhibitors of Ubiquitin-specific Protease USP2a Using CHOP2 as the Reporter; Potency, µM (titrated, usually from 38.3 µM), without a hit: at the highest dose activity change, negative = inhibition, hits mostly inhibitors; USP2 core, Ub-CHOP2 coupled fluorogenic reporter, 485/531; Ubiquitin carboxyl-terminal hydrolase 2 (Homo sapiens), O75604; actives 0.01% (n = 330,000);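 note: potency is the fitted concentration of half-maximal effect; plate controls were DMSO wells for no effect and full inhibition by NEM control for full effect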
#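 Cell-free coupled assay: 10nM USP2 core preincubated 30min RT with compound in Tris-HCl pH 8.0/CaCl2/CHAPS buffer, then 25nM Ub-CHOP2 and 25nM reporter substrate; fluorescence (Ex 485/Em 531) read after 60min RT, normalized to NEM inhibition, concentration-response curves fitted.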
# Mito fusion act: qHTS Assay for Small Molecule Inhibitors of Mitochondrial Division or Activators of Mitochondrial Fusion | S. cerevisiae fusion-defective mutant growth rescue, CellTiterGlo 48 h | Potency, µM (titrated, usually from 46.1 µM), inactives show at the highest dose growth rescue (activation), most hits filed as activators | actives 0.23% (n = 320,000) | AID 485298, 2010;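 note: potency is the fitted concentration of half-maximal effect; % of control where 0% means no effect; nearly all actives have a fitted effect of over 45% in size; temperature-sensitive fusion mutants such as fzo1-1 at 37 °C on non-fermentable ethanol glycerol medium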
#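 S. cerevisiae fusion-defective temperature-sensitive mutants (e.g. fzo1-1, mgm1-5) grown 48 h at 37C in YPEG (ethanol/glycerol non-fermentable) medium with 23 nl compound per well; growth rescue read as CellTiterGlo luminescence.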
# TCR activator: Activators of T cell receptors: qHTS campaign; primary human leukocytes, anti-CD3, IL-2 HTRF, 48 h; Potency, µM (titrated, usually from 9.22 µM), for inactives: top-dose activation of IL-2 secretion, usual class: activators; 330,000 tested, under 10 active; AID 504894, 2011; note: % of control where 0% means no effect
#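 Primary human leukocytes incubated 48 hr with anti-CD3 beads plus compound, without co-stimulation. Secreted IL-2 measured by HTRF (europium cryptate/d2 anti-IL-2 pair, 320 nm excitation, 665 nm emission).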
# TSG101-PTAP inh: qHTS Assay for Iinhibitors of HIV-1 Budding by Blocking the Interaction of PTAP/TSG101 | Tumor susceptibility gene 101 protein (Homo sapiens), Q99816 | Fluorescence polarization, FITC-PTAP peptide / Tsg101 binding | Potency, µM (titrated, usually from 115 µM), for inactives: at the top dose activity change, negative = inhibition, most hits filed as inhibitors | 340,000 tested, under 10 active | AID 493005, 2010; active = well fitted inhibition curve with a large enough effect in the main read-out, with a control signal flat, not every such curve was filed as active; inconclusive = small, poorly fitted or top-dose-only effect, or effect the other way, or a change in a side signal; inactive = no such curve, though single readings can be large or run the other way; note: potency is the fitted concentration of half-maximal effect; % of control where 0% means no effect
#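 FP read-out: FITC-PTAP peptide, 50 nM final, binding Tsg101 binding domain, 10 uM final; 20 min, r.t.; 10 mM HEPES pH 7.5, 0.15 M NaCl, 0.01% Tween 20, 3 mM EDTA, 0.1 mM TCEP.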
# TSHR antagonist: Antagonists of the Thyroid Stimulating Hormone Receptor: HTS campaign; Thyrotropin receptor (Homo sapiens), P16473; TSHR-expressing cells, TSH-stimulated cAMP HTRF, 2 h; hits give low values; activity change, negative = inhibition, % at 11.5 µM; actives 0.2% (n = 330,000);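 active = activity change below a set negative limit, meaning inhibition stronger than a set level, cut at about -70% in these data; inconclusive = activity change between two set negative limits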; note: % is set by controls: 0 for no effect and ±100 for the full control effect
#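 TSHR-expressing cells were treated with compounds, then stimulated with TSH at EC80 (4nM final) for 2 hours at 37 deg C. Cellular cAMP was measured by HTRF competition between lysate cAMP and cAMP-d2 for a cryptate-labelled anti-cAMP antibody.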
# ELG1 DNA repair: qHTS screen for small molecules that inhibit ELG1-dependent DNA repair in human embryonic kidney (HEK293T) cells expressing luciferase-tagged ELG1 | HEK293T ELG1-luciferase reporter, luminescence, 16 h; DNA damage induced by 5-fluorouridine | Potency, µM (top dose mostly 46.1 µM), without a hit: at the top dose activity change, negative = inhibition, usual class: inhibitors | actives 2.3% (n = 330,000) | AID 504467, 2011; note: potency is the fitted concentration of half-maximal effect; % is set by controls: 0 for no effect and ±100 for the full control effect; nearly all actives have a fitted effect of over 55% in size
#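 Quantitative HTS, concentration-response format. 2,000 cells/well co-treated with 5-fluorouridine and compound, 16 hr in 5% CO2 at 37 °C; ONE-Glo luminescence read after 30 min.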
# Eya2 inh: qHTS Assay for Inhibitors of the Phosphatase Activity of Eya2 | Protein phosphatase EYA2 (Homo sapiens), O00167 | recombinant Eya2, OMFP fluorescence dephosphorylation (OMFP is methylfluorescein phosphate) | Potency, µM (titrated, usually from 76.9 µM), without a hit: at the highest dose activity, negative = inhibition, actives largely listed as inhibitors | actives 0.006% (n = 330,000); note: potency is the fitted concentration of half-maximal effect; % is set by controls: 0 for no effect and ±100 for the full control effect
#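 Eya2 (0.2 uM) preincubated 10 min at ambient with compound, then OMFP substrate added at 50 uM; 10 min reaction in 50 mM HEPES pH 7.5, 50 mM NaCl, 5 uM MgCl2, 0.05% BSA, 1 mM DTT. Fluorescence read at Ex 485/Em 525 nm.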
# Tb PFK block: qHTS Assay to Find Inhibitors of T. brucei phosphofructokinase. ATP-dependent 6-phosphofructokinase (Trypanosoma brucei brucei), O15648. T. brucei PFK, ADP-Glo luminescence. Potency, µM (doses to about 57.5 µM), for inactives: top-dose activity, negative = inhibition, hits mostly inhibitors. actives 0.17% (n = 330,000). AID 485367, 2010;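 note: potency is the fitted concentration of half-maximal effect; 0% = uninhibited 1x PFK enzyme wells and -100% = no-enzyme wells; nearly all actives have a fitted effect of over 60% in size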
# Target sequence (O15648 whole entry, looked up): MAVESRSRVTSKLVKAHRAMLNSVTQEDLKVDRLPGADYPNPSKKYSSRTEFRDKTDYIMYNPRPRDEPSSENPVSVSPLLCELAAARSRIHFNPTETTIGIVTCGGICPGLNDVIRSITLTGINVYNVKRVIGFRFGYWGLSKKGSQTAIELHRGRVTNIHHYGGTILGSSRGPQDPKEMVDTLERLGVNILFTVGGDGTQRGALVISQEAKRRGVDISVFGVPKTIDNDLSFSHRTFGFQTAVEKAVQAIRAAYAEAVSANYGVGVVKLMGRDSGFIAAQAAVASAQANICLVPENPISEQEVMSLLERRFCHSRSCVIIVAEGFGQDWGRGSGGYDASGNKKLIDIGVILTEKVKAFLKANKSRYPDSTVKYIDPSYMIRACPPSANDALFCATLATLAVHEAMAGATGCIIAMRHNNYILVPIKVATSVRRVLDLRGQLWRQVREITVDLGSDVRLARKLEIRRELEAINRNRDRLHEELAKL
#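 PFK 1.25 nM, F6P 0.5 mM, ATP 0.1 mM, 0.1 M TEA pH 8.0, 5 mM MgCl2, 0.01% Tween20, 0.1% BSA; 45 min RT. ADP-Glo readout. qHTS titration up to 57 uM; curves fitted, compounds curve-classed.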
# An asterisk follows results filed as active; ? = inconclusive; . = not tested or not shown; [ ] = another dose, or the depositor's remark. Unless noted, calls come from the whole dose curve; as a rule, active = well fitted curve in the direction sought with a large enough effect; inconclusive = small, poorly fitted or top-dose-only effect, or another doubt; inactive = no such curve, though single readings can be large; an effect the other way counts as inactive or inconclusive.
SMILES,uPA generation,B2AR arrestin,BCR signal inh,USP2a inh,Mito fusion act,TCR activator,TSG101-PTAP inh,TSHR antagonist,ELG1 DNA repair,Eya2 inh,Tb PFK block
CN(C)C(CNS(=O)(=O)c1ccc(Br)cc1)c1cccnc1 (configuration not stated),-2%,-0.4%,13%,4%,-3%,-5%[46.1 µM],-1%,14,12%,1%,-1%
CCc1ccc(N2CC(C(=O)Nc3ccc(S(=O)(=O)NCC4CCCO4)cc3)CC2=O)cc1 (configuration not stated),-1%,-1.2%,-12%,-1%,-2%,1%,0%,0,-9%,15%,0%
O=[N+]([O-])c1cc(S(=O)(=O)Nc2cccc(Cl)c2)ccc1N=Nc1c(O)[nH]c2ccccc12,-2%,-0.5%,5%,0%,2%,5%,-1%,7,?,1%,-3%
O=S(=O)(c1ccccc1)N1CCN=C1SCc1ccccc1Cl,-19%,0.3%,?,-1%,17%,5%,0%,-21,-2%,-2%,0%
Cc1ccc(-c2nc(C3CCN(S(=O)(=O)c4ccc(C(C)(C)C)cc4)CC3)no2)cc1,1%,-0.2%,2%,-4%,-1%,-4%,-2%,10,3%,-5%,0%
O=C(Nc1ccc(N2CCN(C(=O)c3ccco3)CC2)cc1)c1ccc2c(c1)OCO2,1%,-0.3%,-11%,0%,-1%,4%[46.1 µM],-2%,-8,18µM*,6%,-2%
CSCCC(NC(=O)c1ccccc1)C(=O)N1CCN(C(C)=O)CC1 (configuration not stated),2%,-1.0%,-1%,0%,-3%,-2%,2%,2,-8%,9%,8%
CN(C)c1nccc(NCc2ccccc2)c1C#N,-4%,3.5%,-5%,5%,-3%,4%,0%,-2,?,-29%,1%
CC(C(=O)NCC(=O)Nc1ccc(F)c(F)c1F)N1CCN(c2ccc(O)cc2)CC1 (configuration not stated),?,-0.1%,0%,-1%,-2%,4%,-1%,-7,?,11%,?
COc1ccc(NC(=O)CCC(=O)N/N=C/c2ccncc2)cc1,21%,-0.3%,7%,-3%,-2%,7%,-3%,3,1%,-4%,-2%
CCOC(=O)c1c(C)n(C)c2ccc(OCC(O)CN(CC)CC)cc12 (configuration not stated),-15%,-0.2%,?,0%,-1%,-1%,0%,14,5%,-40%,0%
O=C(NCc1ccccc1)c1ccc(NS(=O)(=O)c2cccs2)cc1,-13%,-0.7%,0%,0%,-3%,2%,-2%,20,13%,-13%,-12%
O=C(O)c1cccc(-c2nc3ccccc3[nH]2)c1,-12%,-1.6%,?,0%,-3%,0%[46.1 µM],-5%,7,?,-1%,7%
COc1ccc(OCc2nnc(SCC(N)=O)n2-c2ccccc2OC)cc1,11%,0.0%,-9%,2%,2%,.,.,3,6%,-2%,7%
Cc1ccc(C)c(NC(=O)CN(C)C(=O)c2ccccc2OCc2c(C)noc2C)c1,20%,0.0%,7%,3%,-3%,-2%,-10%,5,1%,-1%,1%
CC(C)(c1ccccc1)c1ccc(OCCN)cc1,1%,-0.4%,?,1%,-17%,.,-6%,8,?,-3%,-4%
O=C(c1ccc(Cl)c(S(=O)(=O)Nc2ccc(F)cc2)c1)N1CCN(c2ccccn2)CC1,.,-0.2%,3%,1%,3%,-2%,-5%,-8,?,-7%,3%
COc1cc(C(C)=O)ccc1OCC(=O)NCC1(N2CCCCC2)CCCCC1,-3%,-0.2%,1%,0%,6%,-6%,1%,-4,4%,8%,3%
O=C(CCc1c[nH]c2ccccc12)NCc1ccco1,1%,-0.5%,8%,2%,2%,6%,-3%,-9,3%,-8%,-1%
O=C(NC(=S)Nc1ncccn1)c1ccc(F)cc1,-1%,0.8%,1%,3%,31%,6%,-2%,17,?,-10%,-1%
CC(C)NC(=O)COC(=O)Cn1[nH]c(=O)c2ccccc2c1=O,13%,-0.1%,-2%,-2%,0%,-2%,-7%,6,16%,3%,-1%
COc1ccccc1NC(=O)c1ccc2c(c1)C(=O)N(Cc1ccco1)C2=O,?,-0.3%,0%,5%,1%,6%,-1%,12,8%,-11%,3%
CCCCN(CC)CCCNC(=O)c1ccc(CS(=O)(=O)c2c(Cl)cccc2Cl)o1,0%,0.4%,-1%,2%,-6%,10%,-4%,-2,7%,2%,-2%
Cc1ccc(-c2nnc(SCCC(=O)N3CCOCC3)o2)cc1,-6%,-0.2%,?,-6%,11%,-2%,-4%,-5,?,-23%,-4%
CN(Cc1ccccc1)c1nc2nonc2nc1N1CCCC(CN2CCCC2=O)C1 (configuration not stated),?,4.8%,-8%,0%,-2%,4%,-1%,11,?,-5%,0%

# The list continues.
SMILES,uPA generation,B2AR arrestin,BCR signal inh,USP2a inh,Mito fusion act,TCR activator,TSG101-PTAP inh,TSHR antagonist,ELG1 DNA repair,Eya2 inh,Tb PFK block
CCCN1Cc2cccc(C(=O)NC(C)c3cccs3)c2C1=O (configuration not stated),-1%,0.0%,12%,0%,6%,4%,-4%,0,-1%,-2%,-4%
Cc1cc2ccccc2c(=O)n1CC(=O)NC1CCCCCC1,0%,0.0%,1%,4%,10%,-3%,-1%,-9,6%,1%,-4%
C=CCOc1ccc(/C=N/NC(=O)CN(c2cc(Cl)ccc2OC)S(=O)(=O)c2ccc(C)c([N+](=O)[O-])c2)cc1,-5%,-0.8%,4%,2%,0%,1%[46.1 µM],0%,4,0%,2%,3%
CCOc1ccc(N(C)C(=O)CCc2nnc3ccc(NCc4ccco4)nn23)cc1,-6%,-0.5%,0%,-1%,6%,-11%,3%,2,?,-4%,-4%
Cc1c(Cl)cccc1NC(=O)c1cccc(NC(=O)CCC(=O)O)c1,3%,-0.3%,-14%,1%,1%,-4%,0%,14,?,14%,-1%
CC(C)c1nnc(NC(=O)C2CCCN(C(=O)Nc3ccc(F)cc3)C2)s1 (configuration not stated),-2%,-0.1%,-4%,2%,-4%,-3%,1%,-5,-12%,-4%,0%
FC(F)(F)c1ccc(/C=N/n2c(C3CCCCC3)n[nH]c2=S)cc1,-3%,-0.6%,?,-9%,-15%,-1%,-6%,12,-5%,-15%,0%
CC(=O)c1cc(CN2CCC(N3CCC(C(=O)NC(C)C)CC3)CC2)cs1,-42%,0.0%,-5%,4%,-2%,14%,1%,-2,4%,3%,0%
CCCC(=O)N1CCN(c2nc(CC(C)C)c3c(c2C#N)CCC3)CC1,-1%,-0.5%,4%,-8%,24%,-2%,-9%,-15,?,-12%,-5%
CN1CCc2c(sc3c2c(NCc2ccco2)nc2nnnn23)C1,1%,-0.4%,0%,2%,6%,.,-1%,-8,0%,4%,1%
Cc1noc(C)c1S(=O)(=O)Nc1ccc2c(c1)C(=O)N([C@H](C)CO)C[C@H](C)[C@@H](CN(C)C(=O)Nc1ccc3c(c1)OCO3)O2,0%,-0.5%,?,0%,.,-1%,-2%,13,?,1%,-21%
COCCN(C(=O)CN1CCCc2ccccc21)c1c(N)n(Cc2ccccc2)c(=O)[nH]c1=O,-2%,0.3%,4%,2%,0%,2%,2%,-1,5%,9%,-10%
Cc1ccc2nc(N=C(N)N)nc(C)c2c1,-7%,0.1%,?,5%,-12%[9.22 µM],-4%,-3%,-8,-26%,-13%,3%
Cc1ccnc(NC(=O)CCC(=O)N(CC(=O)NCC2CCCO2)Cc2ccc(F)cc2)c1 (configuration not stated),1%,-0.7%,2%,2%,-3%,-1%,-2%,-10,-1%,-2%,2%
Cc1cc(C(=O)Nc2ccc([N+](=O)[O-])cn2)cs1,-15%,0.2%,?,3%,2%,3%,-4%,-8,?,-2%,2%
C#CCOCCOCCOCCNc1nc(N2CCN(C(=O)[C@H]([C@@H](C)CC)n3cc(CCC(=O)O)nn3)CC2)nc(N2CCN(C(=O)[C@H](C)n3cc(CCCN=C(N)N)nn3)CC2)n1,5%,-0.7%,-1%,-2%,-2%,7%,-8%,3,2%,6%,-5%
